Compound activity: PubChem BioAssay, National Center for Advancing Translational Sciences (NCATS)
Pin1 inhibitor – human Pin1 inhibition. Pin1 FP peptide displacement, HiFluor488, 10 min. Potency, µM (doses to about 115 µM), for inactives: at the top dose activity, negative = inhibition, usual class: inhibitors. 0.009% of 390,000 active; active = well fitted inhibition curve with a large enough effect in the polarisation, with a control signal flat, not every such curve was filed as active; inconclusive = small, poorly fitted or top-dose-only effect, or effect the other way, or a change in a side signal; inactive = no such curve, though single readings can be large or run the other way; the % refers to the polarisation; note: % is set by controls: 0 for no effect and ±100 for the full control effect
Target sequence (Q13526 whole entry, looked up): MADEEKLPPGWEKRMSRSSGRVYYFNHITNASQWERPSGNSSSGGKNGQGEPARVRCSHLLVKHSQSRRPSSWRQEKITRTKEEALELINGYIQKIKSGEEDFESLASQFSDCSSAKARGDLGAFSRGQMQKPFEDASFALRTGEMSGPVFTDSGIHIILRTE
GLS inhibitor – glutaminase GLS (human) inhibition | O94925 | 0.21% of 410,000 active | Potency, µM (highest dose often 45.5 µM), for the others: at the top dose activity change, negative = inhibition, most hits filed as inhibitors | GLS enzymatic activity, qHTS titration; note: % is set by controls: 0 for no effect and ±100 for the full control effect
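Human kidney-isoform GLS in 45 mM KH2PO4 pH 8.2, 0.02% Tween-20, with compound, started with 1mM L-Glutamine (added stock). Glutamate oxidase/HRP/Amplex red coupled fluorescence read at start and after 30 min at RT.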
JMJD2A Tudor – blocks the human JMJD2A Tudor domain. Potency, µM (doses to about 114 µM), without a hit: top-dose activity change, negative = inhibition, most hits filed as inhibitors. AlphaScreen JMJD2A-Tudor / H3K4me3 peptide binding. O75164. AID 504339. 4.4% of 390,000 active; note: % is set by controls: 0 for no effect and ±100 for the full control effect; nearly all actives have a fitted effect of over 50% in size
HP1b chromo inh – HP1-beta chromodomain-methylated histone interaction inhibition. P83916. AlphaScreen HP1-beta / biotin-H3K9me3 peptide binding. AID 540317. 0.56% of 390,000 active. Potency, µM (doses to about 114 µM), for the others: at the top dose activity change, negative = inhibition, most hits filed as inhibitors; note: nearly all actives have a fitted effect of over 70% in size; inactives centre near 23
Target sequence (P83916 whole entry, looked up): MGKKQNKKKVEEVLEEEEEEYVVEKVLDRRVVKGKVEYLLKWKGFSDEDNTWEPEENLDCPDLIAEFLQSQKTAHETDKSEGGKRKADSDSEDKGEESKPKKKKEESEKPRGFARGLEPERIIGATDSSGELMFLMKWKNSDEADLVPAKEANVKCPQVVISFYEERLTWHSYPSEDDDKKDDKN
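HP1-beta protein (50 nM final) preincubated 30 min at room temperature with biotinylated H3(1-18)K9me3 peptide (50 nM) in PBS pH 7.4, 0.01% Tween-20, then compound added for 30 min. AlphaScreen streptavidin donor/nickel chelate acceptor beads (10 ug/mL final), 30 min dark, luminescence read.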
TrxR1 inh – blocks rat thioredoxin reductase 1 | recombinant rTrxR1, NADPH fluorescence consumption, selenite substrate | Potency, µM (doses to about 114 µM), inactives show at the highest dose activity change, negative = inhibition, hits mostly inhibitors | 1% of 390,000 active | AID 588453; note: % is set by controls: 0 for no effect and ±100 for the full control effect; nearly all actives have a fitted effect of over 65% in size
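Rat TrxR1 (90 nM in the dispensed reagent) was pre-reduced with 400 uM NADPH for 5 min at room temperature, then incubated with compound for 15 min. After 400 uM selenite was added, NADPH fluorescence (Ex 340/Em 450 nm) was followed for 8 min.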
PGK inhibitor – T. brucei PGK inhibition | P07378 | PGK/GAPDH coupled, Kinase-Glo luminescence, 60 min | Potency, µM (titrated, usually from 57.5 µM), for inactives: at the top dose activity change, negative = inhibition, most hits filed as inhibitors | 0.043% of 380,000 active; note: % is set by controls: 0 for no effect and ±100 for the full control effect; nearly all actives have a fitted effect of over 60% in size
Target sequence (P07378 whole entry, looked up): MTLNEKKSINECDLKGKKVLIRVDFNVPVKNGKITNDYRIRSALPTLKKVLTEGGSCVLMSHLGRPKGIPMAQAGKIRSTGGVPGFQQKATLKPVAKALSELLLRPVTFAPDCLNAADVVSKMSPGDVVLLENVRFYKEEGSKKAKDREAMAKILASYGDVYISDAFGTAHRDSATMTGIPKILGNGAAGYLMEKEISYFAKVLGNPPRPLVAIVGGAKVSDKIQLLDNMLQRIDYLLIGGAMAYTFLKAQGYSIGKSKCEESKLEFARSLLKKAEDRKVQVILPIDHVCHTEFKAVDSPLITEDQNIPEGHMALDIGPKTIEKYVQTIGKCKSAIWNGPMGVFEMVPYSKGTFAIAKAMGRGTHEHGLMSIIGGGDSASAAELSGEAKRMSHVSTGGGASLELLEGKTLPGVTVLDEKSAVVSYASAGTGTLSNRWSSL
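Luminescent ATP detection (Kinase-Glo Plus) follows a 60-minute room-temperature incubation, with wells lacking PGK as controls. Buffer: 100 mM TEA (pH 7.6), 5 mM MgCl2, 0.01% Tween-20. Coupling enzyme GAPDH (100 nM final) supplies unstable 1,3-BPG in-well.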
RGS4 inh – inhibitors of human regulator of G protein signaling 4. Transcreener GDP fluorescence polarization, RGS4-accelerated GTP hydrolysis. P49798. 0.039% of 390,000 active. Potency, µM (top dose mostly 114 µM), without a hit: at the top dose activity change, negative = inhibition, most hits filed as inhibitors; note: % is set by controls: 0 for no effect and ±100 for the full control effect; nearly all actives have a fitted effect of over 75% in size; some results filed as inactive show a strong effect at the top dose
Target sequence (P49798 whole entry, looked up): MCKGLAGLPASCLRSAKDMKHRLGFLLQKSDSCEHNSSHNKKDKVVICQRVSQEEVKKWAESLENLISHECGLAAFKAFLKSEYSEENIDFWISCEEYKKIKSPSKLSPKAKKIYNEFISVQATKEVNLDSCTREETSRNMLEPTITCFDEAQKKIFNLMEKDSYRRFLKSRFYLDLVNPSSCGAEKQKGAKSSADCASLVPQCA
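MLSMR compounds (23 nl, pin-transferred) preincubated 10 min at room temperature with a 500nM (2x) first reagent, then RGS4 at 900nM (2x) plus Transcreener GDP mix added; fluorescence polarization (620/688 nm) read before and after 90 min at 30 °C.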
ERG Ets-DNA blk – inhibitors of human ERG Ets domain-DNA interaction | 0.028% of 370,000 active | Potency, µM (doses to about 76.9 µM), without a hit: at the highest dose FP activity, negative = inhibition, most hits filed as inhibitors | fluorescence polarization, His-ERG Ets domain / labelled DNA | AID 624246 | P11308; active = well fitted inhibition curve with a large enough effect in the polarisation, with a control signal flat; inconclusive = small, poorly fitted or top-dose-only effect, or effect the other way, or a change in a side signal; inactive = no such curve, though single readings can be large or run the other way; the % refers to the polarisation;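 note: polarization taken with two DNA probes labelled with fluorescein and Texas red; % of control where 0% means no effect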
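His-tagged ERG Ets domain (1 uM in the protein solution; 300mM KCl, 50mM Tris-HCl, 1mM EDTA, 1mM DTT, pH 7.5) received compound, then a probe mix of 5 nM fluorescein-DNA and 100nM Texas-615-DNA. Fluorescence polarization was read for both dyes.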
12-LOX inh – blocks human arachidonate 12S-lipoxygenase. P18054. Potency, µM (highest dose often 108 µM), for the others: top-dose activity change, negative = inhibition, most hits filed as inhibitors. purified 12hLO, xylenol orange hydroperoxide absorbance. 1.1% of 580,000 active; note: % is set by controls: 0 for no effect and ±100 for the full control effect
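Hydroperoxide product was detected by ferrous iron/xylenol orange as the 573 to 405 nm absorbance ratio. Arachidonic acid at 40 uM (final) was turned over for 30 min at room temperature by 150 nM human 12hLO, pH 7.0 Hepes buffer, after 15 min compound preincubation.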
Active calls of the source: *; i = inactive; ? = inconclusive; . = no result given; & = joins results of further samples; [ ] = dose if it differs, or a comment. Unless noted, calls come from the whole dose curve; as a rule, active = well fitted curve in the direction sought with a large enough effect; inconclusive = small, poorly fitted or top-dose-only effect, or another doubt; inactive = no such curve, though single readings can be large; an effect the other way counts as inactive or inconclusive. Potency is the fitted concentration of half-maximal effect.

PGK inhibitor | RGS4 inh | 12-LOX inh | TrxR1 inh | ERG Ets-DNA blk | Pin1 inhibitor | GLS inhibitor | compound | JMJD2A Tudor | HP1b chromo inh
-1% | 16% | -10% | 23% | -13% | 6% | -3% | Cn1c(=O)[nH]c(=O)c2c1nc(CN1CCN(c3cccc(Cl)c3)CC1)n2CCCc1ccccc1 | -29% | 18%
5% | 12% | -13% | 6%[57.1 µM] | 1% | 5% | 7% | COc1ccc(S(=O)(=O)NC2CCCCC2)c(C)c1C | -9% | 30%
9% | 12% | -12% | 18% | -19% | 4% | 6% | CC1CCC(C(=O)NC(C(=O)Nc2ccccn2)C(C)C)CC1 (centres undefined) | -11% | 7%
i | -7% | 53%[activator] | 28% | -1% | -8% | ? | CC(C)C[C@@H](CNCC(=O)[C@H](CC(C)C)NC(=O)c1[nH]cnc1C(=O)N[C@H](CN)CC(C)C)NC(=O)c1nc[nH]c1C(=O)N[C@@H](CC(=O)O)C(=O)O | 79µM* | 38%[activator]
-1% | 4% | -15% | 21%[57.1 µM] | 4% | -2% | 11% | COC(=O)[C@H](CC(C)C)NCc1cccc(CN[C@@H](CC(C)C)C(=O)OC)c1 | 9% | 52%[activator]
. | 0% | -14% | 17% | -3% | -2% | 4% | Fc1cccc(-n2ncc3c2ncn2nc(COc4ccc(Cl)cc4)nc32)c1 | 1% | 46%[activator]
-9% | 17% | 2% | 40% | 7% | 0% | -1% | COc1ccc(NC(=O)Cn2c(=O)n(Cc3nc(-c4ccccc4)no3)c(=O)c3cc4c(cc32)OCO4)c(OC)c1 | -4% | 36%
0% | 0% | -7% | -8% | -4% | -1% | 3% | O=C(NCc1ccccc1F)C1CCCN(C(=O)NC2CCCCC2)C1 (centres undefined) | -2% | 20%
-2% | 4% | 11% | 30% | 8% | -3% | -6% | Nc1nc(COC(=O)C2CC(=O)N(Cc3ccccc3)C2)nc(Nc2ccccc2)n1 (centres undefined) | -10% | 30%
-5% | -8% | -1% | 4% | -3% | 1% | 2%&-7% | Cc1c(C)c2c(c(C)c1O)CC[C@@](C)(CCC[C@H](C)CCC[C@H](C)CCCC(C)C)O2 | -14% | 21%
. | -8% | 25% | 13% | 6% | -4% | -3% | CCCCCCn1c(CN2CCN(C(=O)OCC)CC2)nc2c1c(=O)n(C)c(=O)n2C | 1% | 17%
-2% | 6% | ? | -16% | -7% | -1% | -7% | Cc1ccc(S(=O)(=O)N2CCN(C(=O)c3ccc(Br)o3)CC2)c(C)c1 | -22% | -17%
0% | 14% | 1% | 11% | -1% | -5% | 5% | COc1cc(OC)cc(C(=O)NCC(=O)OCC(=O)c2cc(OC)ccc2OC)c1 | -1% | 27%
-14% | 27% | -16% | 9% | 14% | 9% | 4% | Cc1ccc2cc(CN(c3ccc(C)c(C)c3)S(C)(=O)=O)c(=O)[nH]c2c1 | -7% | 14%
-2% | 4% | 3% | -5% | -4% | -5% | -3% | CSc1nnc(SCC(=O)N(C)c2c(N)n(Cc3ccccc3)c(=O)[nH]c2=O)s1 | -7% | 36%
-9% | ? | ? | 13µM* | 7% | ? | -8% | NS(=O)(=O)c1ccc(-c2ccc(/C=C3\NC(=S)NC3=O)o2)cc1 | 25µM* | ?
-22% | 5% | 2% | 13% | -18% | . | 6% | Cc1cccc(OCC(=O)Nc2cc(NC(=O)COc3cccc(C)c3C)cc(C(=O)O)c2)c1C | ? | 8%
-14% | -8% | ? | 17% | 5% | 6% | 29% | CCOc1cc(N2CCOCC2)c(OCC)cc1NC(=O)COC(=O)C1CCCN1S(=O)(=O)c1ccccc1F (centres undefined) | -34% | 3%
i | -33% | 484%[activator] | 14%[57.1 µM] | -4% | -2% | ? | O=C(NNC1=NCCN1Cc1ccccc1)c1cccc(C(F)(F)F)c1 | -10% | 24%
0% | -11% | . | 21%[2.29 µM] | 15% | . | -4% | COc1cc(/C=N/n2nnnc2N)ccc1OCC(N)=O | -22% | 59%[activator]
i | -32% | -9% | 6% | -8% | 5% | 47%[activator] | O=C(COC(=O)c1cc(=O)[nH]c2ccccc12)NC(=O)NC1CCCCC1 | -21% | 20%
1% | -16%[56.9 µM] | -19% | 20%[57.1 µM] | -3% | 4% | -4% | Cn1c(CCN2CCCCC2)nc2cc(NC(=O)COc3ccc(Cl)cc3)ccc21 | -20% | 65%[activator]
-3% | -15% | 0% | -1%[57.1 µM] | -5% | 3% | 7% | CN1CCN(C2=NC3(CCCC3)C(C#N)C(=O)N2)CC1 (centres undefined) | -15% | 14%
i | -1% | -3% | 18% | 3% | -5% | 0% | CC(C)N(C(=O)Cn1cc(SCC(=O)NCC2CCCO2)c2ccccc21)C(C)C (centres undefined) | -6% | 30%
i | -3% | -31% | 25%[57.1 µM] | -2% | -9% | 5% | Cc1cccc(N2CCN(c3ccc4cc(S(=O)(=O)N5CCC(C)CC5)ccc4n3)CC2C)c1 (centres undefined) | 6% | 65%[activator]
-1% | -19% | 0% | 25%[57.1 µM] | -1% | -10% | -31% | CC(=O)c1cccc(NS(=O)(=O)c2c(C)n[nH]c2C)c1 | -1% | 26%
5% | 10% | ? | 3% | -5% | ? | 2% | NC(=O)CC(NC(=O)Cc1cccc2ccccc12)c1ccc(NCCCN2CCCC2=O)c([N+](=O)[O-])c1 (centres undefined) | -29% | 29%
1% | -5% | 8% | 11%[57.1 µM] | -4% | -7% | 4% | C[C@@H]1[C@H]2[C@@H](O[C@@H]3O[C@H](CO)[C@@H](O)[C@H](O)[C@H]3O)OC=C(C(=O)O)[C@H]2C[C@@H]1O | -5% | 31%
i | -5% | 0% | 19% | -3% | 3% | 6% | Cc1cc(Br)ccc1NC(=O)CSCc1c(C)noc1C | -11% | 26%
i | -23% | -10% | 13%[57.1 µM] | 2% | -1% | 6% | CCCS(=O)(=O)c1c(S(=O)(=O)CCC)c2ccc(C(N)=O)cn2c1C(=O)c1ccc(OC)cc1 | 2% | 19%
5% | 11% | ? | 9%[57.1 µM] | 1% | -1% | 4% | COc1cc(OC)cc(N(C(=O)CNC(=O)c2cccs2)C(C(=O)NCC2CCCO2)c2ccc(OC)c(OC)c2)c1 (centres undefined) | -15% | 22%
i | 9% | -17% | 25% | -1% | -2% | -1% | Cc1cc(C)nc(/N=C(\N)N2CCCCC2)n1 | -11% | 14%
i | -22% | -1% | 4% | -2% | -5% | 3% | COC(=O)c1cc(C(=O)Nc2ccc(C)cn2)cc([N+](=O)[O-])c1 | -15% | 29%
5% | 21% | 7% | -1% | -7% | 3% | 2% | Cc1ccccc1S(=O)(=O)Oc1ccccc1C(=O)Oc1ccccc1 | 24% | 66%[activator]
-9% | 5% | -10% | 7% | -7% | 1% | 0% | CCC(CC)NC(=O)c1cccc(NC(=O)C(C)C)c1 | -6% | 35%
8% | -13% | -2%[57.4 µM] | 3%[57.1 µM] | 1% | ? | -2% | Cc1nc2ccccc2c2oc(C(=O)NCC3COc4ccccc4O3)cc12 (centres undefined) | -13% | 29%
-9% | -16% | ? | 4% | -7% | . | -1% | CCCCCCn1c(=O)[nH]c2nc3cc(N)c(C)cc3nc2c1=O | -21% | 5%
-10% | -6% | -17% | -6% | -2% | 7% | -20% | COc1ccc(C2=C/C(=C\c3ccc(OC(C)=O)cc3)C(=O)O2)cc1 | 3% | 75%[activator]
3% | -7% | 2% | -2% | -2% | 8% | 0% | Cc1nn(C)cc1C(C)NC(=O)c1cc(COc2cccc3cnccc23)on1 (centres undefined) | -5% | 9%
0% | 11% | -3%[57.4 µM] | 8%[57.1 µM] | -4% | 0% | 16% | Cc1ccc(C)c(N2CCN(CCCNC(=O)Cn3cc4c(n3)CCCCC4)CC2)c1 | ? | 18%
-5% | 14% | -8% | -8%[57.1 µM] | 0% | 26% | -4% | CC1CCN(c2ccc(-c3cccc(NS(=O)(=O)c4ccc(F)cc4F)c3)nn2)CC1 | -34% | 13%[57 µM]
0% | 34% | -9% | 12%[57.1 µM] | 0% | ? | 13% | CCOC(=O)CN1C(=O)N(c2ccc(C)c(C)c2)S(=O)(=O)c2ccccc21 | -8% | 23%
6% | 6% | -11% | 8% | 0% | 0% | 6% | O=C(CN1C(=O)NC2(CCCC2)C1=O)OCCOc1ccccc1Cl | -7% | 33%
0% | 10% | 2% | 17% | -6% | -12% | 13% | CCOC(=O)C(C)Sc1nc(C2CC2)cc(C(F)(F)F)c1C#N (centres undefined) | 81%[activator] | 141%[activator]
i | -16% | -6% | 5%[57.1 µM] | 7% | 2% | 3% | COCCCN(C(=O)Cn1ncc2c(=O)oc3ccc(C)cc3c21)C(C)c1ccncc1 (centres undefined) | -6% | 60%[activator]
-3% | 7% | 18% | 22%[57.1 µM] | 6% | 0% | -2% | Cc1nnc(NC(=O)C(C)Sc2nncn2C)s1 (centres undefined) | -8% | 25%
-3% | 3% | -6% | 7% | -5% | -6% | -1% | CCCCCN1CC(=O)N2C(C)c3[nH]c4ccccc4c3C[C@H]2C1=O (some centres undefined) | -14% | 20%
1% | 15% | -21% | -4% | -6% | 4% | -12% | Cc1noc(-c2ccc(N3CCC(C)CC3)c([N+](=O)[O-])c2)n1 | -9% | 36%

Only part of the results is shown. The share of hits here may be higher or lower than overall.
